Screening data deposited in PubChem by Sanford-Burnham Center for Chemical Genomics.
MPTP inh = permeability transition pore inhibition; isolated mouse mitochondria, Ca2+ swelling absorbance, 30 min; inhibition, % at 10 µM; 360,000 compounds, 1.4% hits;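 active = inhibition of 50% or more, scaled per plate between neutral and stimulator controls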;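 note: 0% = DMSO wells given calcium and 100% = 1 mM EGTA wells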
hIAP inh = blocks human intestinal alkaline phosphatase | P09923 | purified IAP, CDP-Star luminescence, 30 min | inhibition, % at 10 µM | 330,000 compounds, 0.12% hits | AID 2544;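 active = inhibition reaching a set limit with compound at 10 µM in the primary screen, cut at about 35% in these data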;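 note: plate controls were DMSO wells with enzyme for no effect and no-enzyme buffer wells for full effect; values of inactives mirror those of a sister screen read the other way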
mIAP block = mouse IAP inhibition; purified mouse IAP, CDP-Star luminescence, 30 min; inhibition, % at 10 µM; 330,000 compounds, 0.2% hits; AID 2806;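 active = inhibition of at least 40% at 10 µM in the primary screen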;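 note: plate controls were DMSO with enzyme for no effect and no enzyme wells for full effect; values of inactives mirror those of a sister screen read the other way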
mIAP act = mouse IAP activation; muIAP, CDP-Star luminescence, 30 min; hits give high values; 1 = vehicle-only enzyme signal, 0 = enzyme-free wells; activation factor at 10 µM; 330,000 compounds, 0.24% hits;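 active = activation factor of at least 2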; note: the source names both 10 and 20 µM as test concentration; values of inactives mirror those of a sister screen read the other way
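Assay system: mouse IAP enzyme; Reagent: CDP-Star chemiluminescent phosphatase substrate; Compound: DMSO-dissolved test compounds; Incubation: 30 min, room temperature; Technique: luminescence from enzymatic CDP-Star hydrolysis; Controls: DMSO-only wells and no-enzyme negative control.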
beta cell repl = inducers of beta-cell replication in MIN6 cells; MIN6 cells proliferation, ATPlite luminescence, 48 h; cells starved in 0.2% serum; 100% = growth in 10% serum; proliferation, % at 10 µM; 330,000 compounds, 0.29% hits; AID 2380;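 active = compounds whose signal lies at least 3.5 SD above the mean of all wells on their plate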;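 note: 0% = DMSO-treated cells in low-serum medium and 100% = 10% serum control; some compounds called inactive have numbers as strong as hits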
A3G deaminase = APOBEC3G (human) deaminase inhibition; 330,000 compounds, 0.28% hits; recombinant A3G, ssDNA deamination FAM/TAMRA fluorescence; inhibition, % at 20 µM; Q9HC16;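 active = inhibition of at least 40% at 20 µM, with no more than 30% in the related APOBEC3A deaminase screen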;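 note: plate controls were DMSO wells with A3G for no effect and wells lacking A3G enzyme for full effect; some compounds called inactive have numbers as strong as hits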
Target sequence (Q9HC16 whole entry, looked up): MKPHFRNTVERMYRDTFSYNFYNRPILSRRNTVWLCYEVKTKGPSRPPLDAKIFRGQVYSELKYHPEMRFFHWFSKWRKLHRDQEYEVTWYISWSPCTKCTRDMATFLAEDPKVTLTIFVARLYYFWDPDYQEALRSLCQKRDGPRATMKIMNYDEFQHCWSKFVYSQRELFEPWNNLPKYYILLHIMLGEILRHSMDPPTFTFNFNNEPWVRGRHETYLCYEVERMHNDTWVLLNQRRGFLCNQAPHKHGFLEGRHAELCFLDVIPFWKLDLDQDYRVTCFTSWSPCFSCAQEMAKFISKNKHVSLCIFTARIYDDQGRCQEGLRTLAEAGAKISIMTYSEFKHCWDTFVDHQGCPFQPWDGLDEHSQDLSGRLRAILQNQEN
NR3A LBD binder = modulates the human NR3A ligand-binding domain; NR3A LBD differential scanning fluorimetry, Tm shift; 0% = protein alone, 100% = glycine-bound protein; Tm shift relative to glycine control, % at 25 µM; 340,000 compounds, 2.5% hits;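 active = melting temperature shift of at least 10% of the positive control shift, at one fixed dose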
APOBEC3A inh = inhibitors of human APOBEC3A DNA deaminase; 330,000 compounds, 0.41% hits; inhibition, % at 20 µM; recombinant A3A, FAM/TAMRA ssDNA deamination fluorescence; P31941;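 active = at least 40% inhibition at 20 µM here, with at most 30% in a related deaminase screen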;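 note: plate controls were A3A with DMSO for no effect and wells lacking A3A enzyme for full effect; some results filed as inactive read as strong as hits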
Target sequence (P31941 whole entry, looked up): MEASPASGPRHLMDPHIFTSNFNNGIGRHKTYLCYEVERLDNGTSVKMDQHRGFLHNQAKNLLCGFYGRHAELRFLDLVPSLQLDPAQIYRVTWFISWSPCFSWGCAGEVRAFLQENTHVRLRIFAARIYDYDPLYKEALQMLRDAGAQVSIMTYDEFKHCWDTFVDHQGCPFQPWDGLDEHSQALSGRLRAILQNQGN
hIAP act = increases human intestinal alkaline phosphatase activity; P09923; purified human IAP, CDP-Star luminescence, 30 min; hits give high values; 1 = vehicle-only enzyme, 0 = enzyme-free background; activation factor at 10 µM; 330,000 compounds, 0.16% hits; AID 2524;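 active = activation factor of the enzyme at least 2-fold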; note: the source names both 10 and 20 µM as test concentration; values of inactives mirror those of a sister screen read the other way
The depositor's hits bear a star; . = no result given.

The first 5 records, ahead of the listing:
Results follow in this order: MPTP inh	hIAP inh	mIAP block	mIAP act	beta cell repl	A3G deaminase	NR3A LBD binder	APOBEC3A inh	hIAP act
O=C(O)C1CC=C(Cl)CC1C(=O)NC1CCCCC1 (stereo unspecified)
    -0.1	-10	-7	1.1	-5	0	1	1	1.1
NC(=O)CSc1ccc(-c2ccc(F)cc2)nn1
    -0.1	16	1	0.99	-1	-7	-1	-2	0.84
COc1cccc(C(=O)COC(=O)CCC(=O)NC2CCCCC2)c1
    0.4	5	9	0.91	-3	-2	-2	2	0.95
CCS(=O)(=O)N1Cc2ccccc2CC1C(=O)N1CCN(c2cccc(C)c2C)CC1 (stereo unspecified)
    5.3	2	4	0.96	-2	5	0	15	0.97
COc1ccc(-c2nc3ccc(N4CCCC4)cc3c(=O)[nH]2)cc1OC
    1.3	-2	6	0.94	-5	0	-1	-1	1

Main list, repeating the preview:
Results follow in this order: MPTP inh	hIAP inh	mIAP block	mIAP act	beta cell repl	A3G deaminase	NR3A LBD binder	APOBEC3A inh	hIAP act
O=C(O)C1CC=C(Cl)CC1C(=O)NC1CCCCC1 (stereo unspecified)
    -0.1	-10	-7	1.1	-5	0	1	1	1.1
NC(=O)CSc1ccc(-c2ccc(F)cc2)nn1
    -0.1	16	1	0.99	-1	-7	-1	-2	0.84
COc1cccc(C(=O)COC(=O)CCC(=O)NC2CCCCC2)c1
    0.4	5	9	0.91	-3	-2	-2	2	0.95
CCS(=O)(=O)N1Cc2ccccc2CC1C(=O)N1CCN(c2cccc(C)c2C)CC1 (stereo unspecified)
    5.3	2	4	0.96	-2	5	0	15	0.97
COc1ccc(-c2nc3ccc(N4CCCC4)cc3c(=O)[nH]2)cc1OC
    1.3	-2	6	0.94	-5	0	-1	-1	1
Cn1c(CSc2nnc(SCc3ccccc3)s2)nc2ccccc21
    3.0	10	8	0.92	-1	-1	2	2	0.9
COCCNc1nc(-c2ccccc2)nc2c1oc1ccccc12
    0.6	-18	16	0.84	6.3*	-6	-6	-3	1.2
CCc1noc(C)c1C(=O)Nc1cc(Cl)ccc1N1CCCC1
    -2.9	2	3	0.97	4	-9	5	1	0.97
Cc1ccc2cn[nH]c2c1[N+](=O)[O-]
    1.9	23	-4	1	-3	-4	1	0	0.77
CCCN(CCC)CCNC(=O)c1cc2c(C)nc3ccccc3c2o1
    5.0	-6	-4	1	1	-7	0	-1	1.1
COc1ccccc1C1C(C(C)=O)=C(C)N=c2s/c(=C\c3cc(OC)c(OC)c(OC)c3)c(=O)n21 (stereo unspecified)
    3.2	25	23	0.77	-4	-2	-1	-2	0.75
CC(C)CNc1oc(-c2ccco2)nc1C#N
    1.9	0	2	0.98	-3	-2	-1	1	1
COc1cccc(NC(=O)c2nnn(Cc3ccc(Br)cc3F)c2N)c1
    0.2	16	4	0.95	-2	-2	5	-2	0.84
COc1cc(/C=C/C(=O)Nc2nc3ccc(S(=O)(=O)NC(C)C)cc3s2)cc(OC)c1OC
    0.1	-5	3	0.97	1	-1	1	2	1
O=C(CCC(=O)c1cccs1)OCC(=O)c1ccc(F)cc1
    -1.7	-7	-7	1.1	1	4	0	3	1.1
O=C(NCc1ccc(Cl)cc1)c1cccc(S(=O)(=O)N2CCCC2)c1
    -1.9	-9	11	0.89	0	-4	3	3	1.1
CCOC(=O)c1cc(=O)c2ccc(OCc3ccccc3)cc2o1
    0.1	2	2	0.98	0	-6	2	-4	0.98
O=C1c2ccccc2C(=O)N1CCCC(=O)N1CCCc2ccccc21
    0.7	11	10	0.9	-1	-4	-1	-3	0.89
Clc1nc2c(ccc3ccccc32)[nH]1
    6.1	4	1	0.99	0	-6	-4	0	0.96
CC(CNC(=O)CCS(=O)(=O)c1cc2c(cc1Cl)NC(=O)CO2)c1ccccc1 (stereo unspecified)
    -0.2	-2	11	0.89	0	0	-3	3	1
COC(=O)CN1C(=O)C2(C(C#N)=C(N)Oc3cc(C)oc(=O)c32)c2ccccc21 (stereo unspecified)
    0.0	15	1	0.99	-3	6	0	0	0.85
O=C(NCc1ccccc1F)C(c1ccccc1)c1ccccc1
    0.5	-7	-7	1.1	-1	-9	-1	-2	1.1
Cc1ccccc1CSCC(=O)NNC(=S)NCC1CCCO1 (stereo unspecified)
    0.8	-82	1	0.99	0	-5	-3	0	1.8
N#CCc1ccc(NC(=O)Cn2c(=O)oc3ccccc32)cc1
    1.0	-11	3	0.97	-4	-4	0	-3	1.1
COc1ccc(Cl)cc1NC(=O)CN(C(=O)c1ccco1)C1CCCCC1
    0.3	-20	-8	1.1	1	-6	-2	-5	1.2
N#Cc1cc(-c2ccccc2)nnc1Sc1ccccc1
    6.6	-20	-5	1.1	-2	-3	-4	-1	1.2
CN(C)/C=C/C(=O)c1cnc(-c2ccc(Cl)cc2)s1
    -4.4	12	14	0.86	-2	-1	-2	-1	0.88
Cc1ccc(-c2nn(CC(=O)NCc3cc(-c4nn(C)c(=O)c5ccccc45)ccc3C)c(=O)c3ccccc23)cc1
    -0.7	3	-11	1.1	-3	-1	1	0	0.97
CCN(CCO)C(=O)c1ccc2oc(Cc3ccc(Cl)cc3)nc2c1
    -0.1	8	5	0.95	-3	-9	0	-2	0.92
O=C(C1CCCO1)N1CCN(S(=O)(=O)c2ccc(Br)cc2)CC1 (stereo unspecified)
    -0.1	-7	1	0.99	0	-5	0	-2	1.1
CC(=O)C1C(c2ccc(F)cc2)c2c(noc2C)CC1(C)O (stereo unspecified)
    2.0	-4	-12	1.1	-1	-1	-1	3	1
O=C(CN1CCN(S(=O)(=O)c2cc(C(F)(F)F)ccc2Cl)CC1)N1CCc2ccccc2C1
    1.4	-2	6	0.94	-1	-9	-1	-4	1
NNC(=O)CNC(=O)C12CC3CC(CC(C3)C1)C2
    -0.6	3	-11	1.1	0	-12	-2	-1	0.97
O=C(Nc1ccc(N2CCN(C(=O)c3ccco3)CC2)c(Cl)c1)c1cc2ccccc2o1
    -1.8	-6	3	0.97	-6	-3	-1	-6	1.1
O=C(O)CCCN1C(=O)/C(=C\c2ccccc2OCc2ccccc2)SC1=S
    3.2	20	13	0.87	-3	-6	4	-2	0.8
CCN(CC(=O)Nc1ccc(NC(C)=O)cc1)C(=O)c1ccc2ccccc2c1
    1.1	-10	0	1	-2	-10	0	11	1.1
C/C(=N/NC(=O)CSc1nc2ccccc2s1)c1ccncc1
    3.4	-10	5	0.95	3	-6	2	-3	1.1
Cc1cccc(N=Nc2c(O)[nH]c3ccc(F)cc23)c1
    5.6	28	10	0.9	-4	-1	10*	1	0.72
O=C(Nc1ccc2c(c1)OCO2)c1ccccc1SCC(=O)N1CCCC1
    0.7	3	-22	1.2	3	-5	2	-5	0.97
CN(C(=O)c1nn(C)c2c1CSc1ccccc1-2)c1ccc(F)cc1
    -0.1	17	-5	1.1	-2	7	-2	1	0.83

Another view of two compounds above:
> O=C(C1CCCO1)N1CCN(S(=O)(=O)c2ccc(Br)cc2)CC1 (stereo unspecified)
  MPTP inh: -0.1	hIAP inh: -7	mIAP block: 1	mIAP act: 0.99	beta cell repl: 0	A3G deaminase: -5	NR3A LBD binder: 0	APOBEC3A inh: -2	hIAP act: 1.1
> CN(C)/C=C/C(=O)c1cnc(-c2ccc(Cl)cc2)s1
  MPTP inh: -4.4	hIAP inh: 12	mIAP block: 14	mIAP act: 0.86	beta cell repl: -2	A3G deaminase: -1	NR3A LBD binder: -2	APOBEC3A inh: -1	hIAP act: 0.88

Next structures.
Results follow in this order: MPTP inh	hIAP inh	mIAP block	mIAP act	beta cell repl	A3G deaminase	NR3A LBD binder	APOBEC3A inh	hIAP act
Cc1nc2c(c(N3CCOCC3)n1)OCC(=O)N2
    -0.6	-1	-8	1.1	1	1	0	9	1
CCCSc1nnc(N)s1
    -0.6	0	0	1	1	-9	0	-6	1
CCN(CC)S(=O)(=O)c1cc(NC(=O)C2Cc3ccccc3C(=O)O2)ccc1C (stereo unspecified)
    7.5	-8	-6	1.1	-2	-7	1	-1	1.1
O=C(C1CC(=O)N(c2ccc3c(c2)OCCO3)C1)N1CCN(c2ccccc2)CC1 (stereo unspecified)
    -1.7	-4	9	0.91	-1	-5	-3	16	1
Cc1cc(=O)oc(C)c1C(=O)N[C@@H](Cc1ccccc1)C(=O)O
    -0.5	6	4	0.96	-1	-5	0	-2	0.94
CCOC(=O)C1=C(C)N(CCCC(=O)O)C(=O)NC1c1ccccc1OS(=O)(=O)c1ccc([N+](=O)[O-])cc1 (stereo unspecified)
    -1.8	12	0	1	1	-8	-1	-3	0.89
O=C(N/N=C/c1cn(-c2ccccc2)nc1-c1cccnc1)c1ccccc1
    -1.9	-32	8	0.92	2	-8	-2	-4	1.3
O=C(CCC1CCCC1)NCCCNC(=O)CCC1CCCC1
    -0.3	9	0	1	-3	2	-2	1	0.91
NC(=O)CSc1nnc(Cc2ccc3c(c2)OCO3)n1C1CCCCC1
    -1.0	-9	-10	1.1	-3	-4	0	-12	1.1
CC(Sc1nc2c(cc1C#N)CCCCC2)C(=O)O (stereo unspecified)
    .	18	10	0.9	-2	-8	-1	-4	0.82
Cc1ccc(C)c(S(=O)(=O)N2CCN(C(=O)C3CCN(c4ncnc5sc(C)c(C)c45)CC3)CC2)c1
    2.0	8	-4	1	-6	-2	1	-4	0.92
COc1cc(OC)c(C2N(c3ccc(Cl)c(Cl)c3)C(=O)C3CCCN32)cc1OC (stereo unspecified)
    -1.0	9	-17	1.2	-4	-2	0	-3	0.91
N#CCCN1CCN(Cn2c3ccccc3c3ccccc32)CC1
    0.2	15	2	0.98	2	-4	-2	-4	0.85
Cc1ccc(-n2nc3c(=O)n(CC(=O)NCCc4ccco4)nc(C)c3c2C)cc1
    -2.0	6	2	0.98	-4	3	0	2	0.94
COCCNC(=O)NC(=O)COC(=O)Cc1ccc2c(c1)OCCO2
    -0.2	14	0	1	-1	-4	-2	-3	0.86
COc1ccc(Oc2ccc(N/C=C3\CCCC3=O)cc2)cc1
    0.8	9	-2	1	0	5	-11	3	0.91
COc1c(O)cc2oc(-c3ccc(O)c(O)c3)cc(=O)c2c1O
    2.9	40*	28	0.72	-6	-4	6	-2	0.6
COc1ccc(S(=O)(=O)N2CCOCC2)cc1N(C)S(=O)(=O)c1ccc(C)cc1
    -1.5	-30	3	0.97	2	-5	0	-4	1.3
CC(=O)c1ccc(NC(=S)NCCCN2CCOCC2)cc1
    0.0	-13	3	0.97	0	-10	1	1	1.1
CCOC(=O)Cn1cc(C#N)c2ccccc21
    -0.9	-14	-1	1	-1	-9	-2	-2	1.1
CC(CNC(=O)c1cc(COc2c(F)cccc2F)on1)Oc1cccnc1 (stereo unspecified)
    0.2	-4	10	0.91	4	4	0	2	1
COc1ccc(CNC(=O)CN(Cc2ccco2)C(=O)CNS(=O)(=O)c2ccc(F)cc2)cc1
    -0.6	10	0	1	-3	-11	-2	-3	0.9
Cc1noc(C)c1COc1cccc(C(=O)OC(C)C#N)c1 (stereo unspecified)
    -0.3	-8	-3	1	0	-3	0	6	1.1
